Compound activity: PubChem BioAssay, several laboratories
MsrA act = activates bovine MsrA enzyme. AID 602163. actives 0.3% (n = 360,000). activation, % at 10.6 µM. purified bovine MsrA, absorbance read-out; in the data active = activation above about 7.5%;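 also: 0% = vehicle and 100% = reference activator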
SKN-1 block = blocks SKN-1 activity in C. elegans; inhibition, % at 21.8 µM; actives 0.49% (n = 360,000); C. elegans VP596 Pgst-4::GFP/RFP ratio, acrylamide-induced, 24 h;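 active = interference check ratio from 0.5 to 1.5 plus GFP to RFP signal ratio inhibition reaching or exceeding a fixed threshold, cut at about 30% in these data, passing the limit was not always enough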; also: some compounds called inactive have numbers as strong as hits
CendR NRP1 mod = alters CendR peptide binding to human NRP-1. FAM-RPARPAR peptide binding to NRP-1, fluorescence polarization. O14786. AID 602438. actives 0.85% (n = 360,000). inhibition, % at 25 µM;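 active = inhibition or corrected inhibition above about 18%, plus a signal ratio from 0.5 to 1.5, limit read from the data, passing the limit was not always enough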; also: strong numbers were not always called active
Target sequence (O14786 whole entry, looked up): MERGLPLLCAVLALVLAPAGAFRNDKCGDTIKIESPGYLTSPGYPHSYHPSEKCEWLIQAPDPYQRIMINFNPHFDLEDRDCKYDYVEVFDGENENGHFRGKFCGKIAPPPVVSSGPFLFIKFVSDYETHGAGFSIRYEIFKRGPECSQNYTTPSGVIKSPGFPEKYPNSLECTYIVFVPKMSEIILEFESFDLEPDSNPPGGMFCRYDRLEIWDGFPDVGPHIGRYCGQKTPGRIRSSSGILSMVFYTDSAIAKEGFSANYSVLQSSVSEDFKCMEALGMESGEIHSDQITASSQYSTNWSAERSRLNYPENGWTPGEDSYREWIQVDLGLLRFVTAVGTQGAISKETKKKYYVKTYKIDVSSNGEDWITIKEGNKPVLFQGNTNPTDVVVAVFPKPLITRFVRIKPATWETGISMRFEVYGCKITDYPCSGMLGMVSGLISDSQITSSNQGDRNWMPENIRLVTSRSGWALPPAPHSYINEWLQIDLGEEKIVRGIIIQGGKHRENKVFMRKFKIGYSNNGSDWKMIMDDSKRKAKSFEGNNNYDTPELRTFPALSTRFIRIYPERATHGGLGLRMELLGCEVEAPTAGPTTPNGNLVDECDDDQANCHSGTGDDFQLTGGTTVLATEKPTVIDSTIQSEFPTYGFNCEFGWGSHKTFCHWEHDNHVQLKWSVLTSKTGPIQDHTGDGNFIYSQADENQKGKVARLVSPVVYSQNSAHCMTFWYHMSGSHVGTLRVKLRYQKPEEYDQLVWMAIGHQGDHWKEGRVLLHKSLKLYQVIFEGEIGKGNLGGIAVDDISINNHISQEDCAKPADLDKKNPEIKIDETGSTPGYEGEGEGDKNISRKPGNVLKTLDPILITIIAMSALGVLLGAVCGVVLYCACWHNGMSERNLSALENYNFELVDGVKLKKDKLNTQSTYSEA
MsrA inh = bovine MsrA inhibition; actives 0.75% (n = 360,000); inhibition, % at 15.5 µM; purified bovine MsrA, absorbance read-out; AID 651718; in the data active = inhibition above about 4.5%;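 also: 0% = vehicle wells with enzyme and 100% = reference inhibitor wells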
Neddylation inh = inhibitors of human cullin neddylation; P61081+Q13564; actives 0.58% (n = 360,000); AID 651699; TR-FRET cullin neddylation, biochemical; calls only at 25 µM; in the data active = inhibition above about 36%
FAS TE block = inhibitors of human fatty acid synthase thioesterase domain | P49327 | recombinant FAS-TE, OMFH fluorogenic substrate, fluorescence endpoint | inhibition, % at 15 µM | actives 0.67% (n = 360,000) | AID 602261;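 active = compounds whose normalised, plate-corrected inhibition of enzyme fluorescence in the single-dose primary screen is 50% or more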;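 also: 0% = DMSO with enzyme and 100% = substrate without enzyme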
MT1-MMP act inh = inhibitors of human MT1-MMP activation; actives 0.061% (n = 360,000); GFP/RFP ratio change, % at 20 µM; AID 651647; P50281; HT1080 RFP-PRO-GFP cells, GFP/RFP ratio fluorescence, overnight; percent of plate control window, DMSO zero;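 active = GFP/RFP ratio change of at least 30% with cell ATP level not reduced by more than half and red fluorescence within 50% of control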; also: strong numbers were not always called active
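Assay system: HT1080 RFP-PRO-GFP cells. Benchmarks: DMSO vehicle wells and RFP-L50D-GFP reporter cell wells. Times: overnight cell settling, then overnight compound exposure, 37 °C, 5% CO2. Compound: 20 µM single dose, 1% DMSO. Read-out basis: GFP/RFP fluorescence ratio.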
E coli Lon inh = E. coli protease La inhibition | P0A9M0 | purified E. coli Lon protease, fluorescence polarization | inhibition, % at 7.94 µM | actives 0.42% (n = 360,000); in the data active = inhibition above about 13%, passing the limit was not always enough;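 also: 0% = enzyme with probe and DMSO and 100% = no enzyme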
Rin1-Abl PPI inh = human Rin1-Abl interaction inhibition; P00519+Q13671; actives 0.4% (n = 360,000); AID 588664; inhibition, % at 7.35 µM; TR-FRET Rin1/Abl binding, biochemical; in the data active = inhibition above about 5%, passing the limit was not always enough
* marks the source's active call; other numbers are inactive results; i = inactive; . = not tested or not shown; + = active, no number.

SMILES	MsrA act	SKN-1 block	CendR NRP1 mod	MsrA inh	Neddylation inh	FAS TE block	MT1-MMP act inh	E coli Lon inh	Rin1-Abl PPI inh
Cc1ccc(C2C(C#N)=C(N)SC(N)=C2C#N)c(C)c1	-5	9	121	.	i	-106	-160	-421	-8
CC1(C)CC(N2CCN(CCO)CC2)=CC(=S)N1	0	17	12	5.8*	i	-1	-7	-15	3
O=S(=O)(c1cccs1)N1CCN(c2ccnc3cc(Cl)ccc23)CC1	0	-12	8	0.8	i	39	-19	2	-2
CCN(C(=O)CSc1nnnn1-c1ccc(OC)cc1)C1CCS(=O)(=O)C1 (configuration not stated)	1	-4	-3	2.1	i	-7	1	-12	0
COc1ccc(CC(=O)NNc2ncnc3c2cnn3Cc2ccccc2)cc1OC	-3	-2	3	-1.6	i	-2	3	-2	3
Cc1cc(NC(=O)CSc2nc3sc(C)c(C)c3c(=O)n2C2CCCC2)no1	-3	3	-2	0.3	i	-7	0	0	3
CCOC(=O)c1[nH]c(C(=O)O)c(CCN(CC)CC)c1C	-1	0	2	1.4	i	-9	11	3	5
Cn1c(NCc2ccccc2O)nc2ccccc21	0	0	5	-0.3	i	0	2	-6	-3
COc1cc(OCC(N)=O)cc(OC)c1OC	-1	-5	-9	-1.1	i	-9	-1	-6	0
O=C(NCCc1csc(-c2cccc(F)c2)n1)c1ccco1	-1	28	-7	0.5	i	-2	-1	5	-5
Cc1ccc(O)c(C2=NCCNC(C(F)(F)C(F)F)=C2)c1	-4	-2	-1	2.2	i	-7	-1	-1	-2
Cc1ccc(C(=O)Nc2ccc(S(=O)(=O)N3CCc4ccccc4C3)cc2)o1	-5	3	-1	0.7	i	30	3	8	4
O=C(O)c1ccc2c(=O)n3c(nc2c1)/C(=C/c1ccc(F)cc1)CC3	-2	-3	-1	5.5*	i	-1	2	-9	-2
CC12c3ccccc3C(c3ccccc31)C1C(=O)N(Cc3cccnc3)C(=O)C12 (configuration not stated)	-2	14	-5	-0.9	i	-1	-1	-7	2
Cc1cc2c(N3CCCCC3C)ncnc2s1 (configuration not stated)	-3	-8	-2	0.5	i	-3	-11	-9	-4
CCCOc1ccc([N+](=O)[O-])c(N)c1	-4	2	-19	0.6	i	-2	-1	-14	-3
OCCC1CN(Cc2ccc3nsnc3c2)CCN1C1CCCCC1 (configuration not stated)	-3	1	11	-0.5	i	-16	3	1	0
Cc1cc(N/N=C/c2ccc(O)cc2O)nc(N2CCOCC2)n1	-9	-8	0	4.2	i	3	11	3	-2
COc1ccc(C(CNC(=O)c2ccccc2SC)N(C)C)cc1 (configuration not stated)	-1	7	-3	2.4	i	-3	3	-4	0
CC1Cc2ccccc2N1CC(=O)NCc1ccccc1Cl (configuration not stated)	-1	-4	11	-1.1	i	-6	-1	-8	-5
COCCn1nnnc1C(CC(C)C)N1CCN(c2ccccc2)CC1 (configuration not stated)	-7	15	-3	-0.9	i	-3	1	6	3
COc1ccc(C2C(C(=O)O)c3ccccc3C(=O)N2Cc2ccco2)cc1 (configuration not stated)	-3	22	17	0.1	i	-7	-5	3	-5
COc1ccc(-n2cc(-c3ccccc3)c3c(N4CCOCC4)ncnc32)cc1	-9	0	-3	0.3	i	38	-30	-6	1
CCc1ccc(NC(=O)C2CC(=O)N=C(N)S2)cc1 (configuration not stated)	-3	-3	-2	0.6	i	-6	-12	1	1
OC[C@@H]1CN(Cc2ccc(-c3ccccc3)cc2)C[C@H](n2cnc3c(NCc4ccncc4)ncnc32)O1	0	6	-2	-0.7	i	-4	0	-5	3
COC(=O)c1sccc1NC(=S)NCc1ccc(Cl)cc1	-7	-12	-2	-0.3	i	10	-4	10	0
C[C@H](NC(=O)c1ncn2c1c(=O)[nH]c1ccccc12)c1ccccc1	-2	11	0	0.4	+	-8	6	-6	0
O=C(Nc1ccccc1)Nc1ccc(S(=O)(=O)N2CCCCC2)cc1	-2	1	-6	0.1	i	10	5	8	-3
CC(C)c1ccc(N(CC(=O)NCc2ccco2)C(=O)CCC(=O)Nc2ccccn2)cc1	0	7	1	0.4	i	4	-4	-1	2
CCc1ccc(C(=O)N/N=C(\C)c2ccncc2)s1	-2	2	12	0.6	i	-2	1	5	2
CCOC(=O)N1CCN(C(=O)CNC2CCCCCCC2)CC1	-2	0	0	-0.5	i	-6	-2	-1	-1
COc1ccc(CN2CC[C@H]3C=CC[C@@H](C(=O)N4CCOCC4)[C@H]3C2=O)cc1OC	-3	4	10	-1.0	i	-16	3	2	3
O=C(NCCC(=O)N1CCc2ccccc21)c1ccco1	2	-15	7	0.5	i	-2	1	-2	-1
O=C(COc1ccc(F)cc1)NNC(=O)Cn1ccc(C(F)(F)F)n1	-1	24	-9	0.1	i	-5	-1	-10	0
Cc1ccc(Cl)cc1NC(=O)C1COc2ccccc2O1 (configuration not stated)	-2	-7	10	-0.6	i	9	0	-2	2
C=CCn1c(SCC(=O)NC(=O)NCc2ccco2)nc2sc(C)c(C)c2c1=O	-1	-2	-7	-0.5	i	-1	2	0	-41
CC1(C)CC(=O)C2=C(C1)N(C1CCCCC1)C(=O)C2(O)C(F)(F)F (configuration not stated)	0	3	-9	1.2	i	-4	2	-2	-2
COc1cccc2c(C)cc(N3CCCCCC3)nc12	-1	7	10	0.1	i	2	3	-6	-2
C/C(=N\NC(=O)c1nnn(-c2nonc2N)c1-c1cccs1)c1cccnc1	-2	-2	16	-0.3	i	-3	-9	4	2
O=C(Cn1cc(/C=N/O)c2ccccc21)N1CCOCC1	-4	-1	1	3.1	i	-5	-3	3	2
Cc1ccc(NC(=O)C2CC(=O)n3c(nc4ccccc43)N2)cc1Cl (configuration not stated)	-3	-6	-6	-0.3	i	1	8	0	4
COc1cc(NC(=O)c2ccccc2)c(OC)cc1NC(=O)Cc1ccc(C)cc1	1	12	2	0.1	i	-1	4	9	1
O=C(COC(=O)c1ccc2c(c1)OCCO2)NCc1ccccc1Cl	-3	15	8	-0.2	i	7	-1	6	0
CC(=O)N1N=C(c2ccc(Cl)cc2)CC1c1ccc([N+](=O)[O-])cc1 (configuration not stated)	-14	-9	-7	0.0	i	47	13	-7	-2
CN(C)/C=N/c1cc(=O)n(C)c(=O)n1CC1CC1	-4	9	-10	-0.9	i	-6	0	5	0
CN(CC(=O)Nc1cccc(F)c1)C(=O)c1cccc(-n2cccc2)c1	-1	-2	-23	-1.2	i	4	2	-19	0
COc1ccc(OC)c(/C=N/NC(=O)C(=O)N/N=C/c2cc(OC)ccc2OC)c1	0	-9	3	0.0	.	-1	-1	3	0
Nc1nc(SCc2ccc(Cl)cc2)[nH]c(=O)c1-c1ccccc1	-9	-5	1	0.4	i	-4	2	0	2

Ordered by SMILES length (lowest first): part of the list above.
SMILES	MsrA act	SKN-1 block	CendR NRP1 mod	MsrA inh	Neddylation inh	FAS TE block	MT1-MMP act inh	E coli Lon inh	Rin1-Abl PPI inh
O=C(COC(=O)c1ccc2c(c1)OCCO2)NCc1ccccc1Cl	-3	15	8	-0.2	i	7	-1	6	0
Cc1ccc(NC(=O)C2CC(=O)n3c(nc4ccccc43)N2)cc1Cl (configuration not stated)	-3	-6	-6	-0.3	i	1	8	0	4
COc1cc(NC(=O)c2ccccc2)c(OC)cc1NC(=O)Cc1ccc(C)cc1	1	12	2	0.1	i	-1	4	9	1

Continued:
SMILES	MsrA act	SKN-1 block	CendR NRP1 mod	MsrA inh	Neddylation inh	FAS TE block	MT1-MMP act inh	E coli Lon inh	Rin1-Abl PPI inh
Cc1ccc(NC(=O)c2ccc(NCc3ccc(F)cc3)nc2)cc1	-1	10	-3	1.5	i	-6	9	-11	1
C[n+]1c2n(c3ccccc31)N=C(c1ccc(-c3ccccc3)cc1)CS2	-2	-13	6	-0.2	i	-12	-15	-4	-4
Cc1cc(N)n2ncc(-c3ccc(F)cc3)c2n1	-2	19	2	1.6	.	6	0	-4	0
Cc1ccc(NC(=O)CN(C)C(=O)c2cc(C)on2)cc1	-1	11	-3	-1.5	i	-10	-1	5	3
N#C/C(=C(/O)CCl)c1nc2c(s1)CCc1ccccc1-2	-9	0	-29	1.2	i	-2	-2	-15	-1
COc1cc(C(=O)NC(=S)Nc2csc(-c3ccc(F)cc3)n2)cc(OC)c1OC	-1	-4	3	-1.1	i	10	4	-1	4
CC(C)(C)c1ccc(-c2cn(-c3ccc(Br)cc3)c3[n+]2CCCS3)cc1	-2	3	3	-0.6	i	-5	-19	-4	-1
COc1ccc(S(=O)(=O)NCCSCc2ccco2)cc1Cl	-11	11	-6	-0.8	i	1	-2	-3	0
Cc1ccc(-c2nn(C)c(=O)c3ccccc23)cc1CNC(=O)c1ccco1	-3	0	-10	-0.1	i	-3	-1	-7	-4
Cc1cc(C)nc(NS(=O)(=O)c2ccc(N/C=C3\CCCC3=O)cc2)n1	-8	-35	-9	5.2*	i	-3	4	2	0
O=C(CCN1CCN(CCO)CC1)Nc1ccccc1	-1	6	4	2.5	i	-8	-1	5	-2
O=[N+]([O-])c1ccccc1S(=O)(=O)N1CCN(Cc2ccsc2)CC1	-2	5	2	-0.2	i	6	1	-4	1
CC(C)N(C)C(=O)C(=O)c1cccn1-c1cccc(Cl)c1C#N	-12	0	6	0.5	i	-12	-2	-1	0
C#Cc1cccc(Nc2nc(NCCOC)nc3ccsc23)c1	-4	7	1	12*	i	-3	0	10	-5
Cc1cc(OCC(=O)NCCc2ccc(Cl)cc2)c2c(C)cc(=O)oc2c1	-11	11	5	-0.1	i	16	0	11	5
Cc1cc(OC(C)C(=O)NCC(O)c2ccccc2)c2c(C)cc(=O)oc2c1 (configuration not stated)	-4	15	14	0.1	.	-7	-2	-8	4
CCOc1cnc(-c2c(-c3c(Cl)cccc3Cl)noc2C)o1	-9	3	27*	1.7	i	16	3	3	0
CCOc1ccc(CCNC(=O)C(O)c2ccccc2)cc1 (configuration not stated)	-4	2	-5	-0.1	i	-7	-2	4	1
CCc1ccccc1NC(=O)Nc1cnccn1	-6	7	9	0.1	i	-2	-1	-9	-1
COc1ccc(NS(=O)(=O)c2ccc(C)c(C(=O)NCCCn3ccnc3)c2)cc1	1	-9	-8	-0.7	i	-8	1	6	-2
O=C(Nc1ccc(Cl)cc1)Nn1cnc2ccccc2c1=O	0	-2	5	-0.8	i	-1	1	7	4
Cc1ccc(OCC(=O)N(Cc2ccccc2)C(C)C)c([N+](=O)[O-])n1	0	-6	-8	1.0	i	-6	2	-16	3
O=C(CN1C(=O)C2(OCCCO2)c2ccccc21)NCc1ccccc1	-7	4	-3	-0.5	i	-5	1	-6	3
COc1ccccc1C(=O)Nc1cc(C)ccc1NC(=O)c1ccco1	-7	-8	3	-0.1	i	-4	-5	18	6
O=C(CC1NCCNC1=O)Nc1ccc2c(c1)OCCO2 (configuration not stated)	0	-5	1	-0.5	i	-3	3	2	-2
CCNC(=O)NC(=O)COC(=O)c1ccccc1SCC(=O)NC(=O)NCC	-4	-7	-19	0.3	.	-4	35*	1	0
CCn1c2ccccc2c2cc(CC(N)=O)ccc21	-4	9	-3	0.9	i	-4	0	8	0
CCc1ccc(-c2cc(C)no2)cc1S(=O)(=O)Nc1cc(C)on1	-4	25	-3	-1.0	i	-4	-4	6	5
COc1ccc(C(=O)NCc2nnc(SCC(=O)N3CCCCC3)o2)cc1	-5	2	-2	-0.3	i	-5	0	-5	-4
CN(CC(=O)Nc1cccc(F)c1)C(=O)c1ccc2c(=O)n3c(nc2c1)CCC3	-1	12	4	0.3	i	-4	-4	-5	-1

Another view of some results above.
Structure | MsrA act | SKN-1 block | CendR NRP1 mod | MsrA inh | Neddylation inh | FAS TE block | MT1-MMP act inh | E coli Lon inh | Rin1-Abl PPI inh
COc1ccc(C2C(C(=O)O)c3ccccc3C(=O)N2Cc2ccco2)cc1 (configuration not stated) | -3 | 22 | 17 | 0.1 | i | -7 | -5 | 3 | -5
COc1ccc(-n2cc(-c3ccccc3)c3c(N4CCOCC4)ncnc32)cc1 | -9 | 0 | -3 | 0.3 | i | 38 | -30 | -6 | 1
CCc1ccc(NC(=O)C2CC(=O)N=C(N)S2)cc1 (configuration not stated) | -3 | -3 | -2 | 0.6 | i | -6 | -12 | 1 | 1
